Assay outcomes deposited in PubChem by The Scripps Research Institute Molecular Screening Center.
ADAM17 inh: inhibitors of human ADAM17; P78536; recombinant ADAM17, EDANS/DABCYL FRET peptide cleavage; inhibition, % at 6.95 µM; 370,000 compounds, 0.83% hits;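 active = inhibition above the mean of compounds lying between control limits plus 3 SD, set per campaign, cut at about 8.5% in these data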;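 note: 0% = DMSO-only wells as the low control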
sPLA2-III inh: Inhibits HGIII-sPLA2 liposome hydrolysis, primary screen; Q9NZ20; QFRET BODIPY PC-A2 liposome hydrolysis, fluorescence; inhibition, % at 12.2 µM; 370,000 compounds, 0.56% hits;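 active = inhibition above mean plus 3 SD of compounds lying within the high and low control bounds, cut at about 19% in these data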;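 note: 0% = median of test compound wells and 100% = no enzyme DMSO wells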
PLC-gamma1 inh: PLC-gamma1 (human) inhibition, primary screen; P19174; 370,000 compounds, 0.84% hits; inhibition, % at 12.2 µM; purified PLC-gamma1, fluorogenic substrate, fluorescence; in the data active = inhibition above about 9.5%
Target sequence (P19174 whole entry, looked up): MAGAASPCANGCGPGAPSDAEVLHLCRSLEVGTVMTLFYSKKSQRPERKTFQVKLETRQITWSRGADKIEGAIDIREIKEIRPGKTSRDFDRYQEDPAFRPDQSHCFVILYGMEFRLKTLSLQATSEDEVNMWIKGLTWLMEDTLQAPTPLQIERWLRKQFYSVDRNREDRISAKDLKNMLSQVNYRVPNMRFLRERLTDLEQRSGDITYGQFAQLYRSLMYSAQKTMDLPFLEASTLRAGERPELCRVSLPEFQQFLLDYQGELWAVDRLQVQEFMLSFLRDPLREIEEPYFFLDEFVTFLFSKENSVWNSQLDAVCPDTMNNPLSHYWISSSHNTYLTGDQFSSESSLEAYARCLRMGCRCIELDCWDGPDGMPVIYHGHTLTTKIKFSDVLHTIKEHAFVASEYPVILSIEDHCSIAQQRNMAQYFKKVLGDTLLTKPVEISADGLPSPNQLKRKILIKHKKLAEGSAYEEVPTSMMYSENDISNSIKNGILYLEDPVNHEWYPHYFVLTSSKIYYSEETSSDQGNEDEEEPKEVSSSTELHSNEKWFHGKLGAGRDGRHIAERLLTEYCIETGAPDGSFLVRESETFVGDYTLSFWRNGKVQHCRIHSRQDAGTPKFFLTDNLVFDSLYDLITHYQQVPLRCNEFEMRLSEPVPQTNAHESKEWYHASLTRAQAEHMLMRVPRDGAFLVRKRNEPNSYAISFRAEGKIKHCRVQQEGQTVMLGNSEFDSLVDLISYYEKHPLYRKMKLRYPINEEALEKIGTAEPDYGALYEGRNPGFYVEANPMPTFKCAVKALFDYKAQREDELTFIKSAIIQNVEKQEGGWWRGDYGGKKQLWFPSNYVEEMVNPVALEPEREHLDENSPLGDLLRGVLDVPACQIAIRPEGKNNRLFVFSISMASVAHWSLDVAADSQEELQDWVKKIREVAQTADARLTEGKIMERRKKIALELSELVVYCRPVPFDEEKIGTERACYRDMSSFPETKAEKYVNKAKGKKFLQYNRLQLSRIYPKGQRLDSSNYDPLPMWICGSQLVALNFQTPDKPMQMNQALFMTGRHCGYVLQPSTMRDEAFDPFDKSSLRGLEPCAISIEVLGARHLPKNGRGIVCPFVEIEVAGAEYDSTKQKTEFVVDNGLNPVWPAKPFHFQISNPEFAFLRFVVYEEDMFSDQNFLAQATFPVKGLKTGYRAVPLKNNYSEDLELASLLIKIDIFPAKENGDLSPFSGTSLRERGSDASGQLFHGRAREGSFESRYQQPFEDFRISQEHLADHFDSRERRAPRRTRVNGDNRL
ADAM10 inh: inhibitors of human ADAM10; 370,000 compounds, 0.62% hits; inhibition, % at 7 µM; AID 720582; recombinant ADAM10, EDANS/DABCYL FRET peptide cleavage, 3 h;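 active = inhibition above a per-campaign cutoff equal to the mean of compounds falling between control-based bounds plus 3 SD, cut at about 20% in these data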;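 note: 0% = DMSO wells while the 100% control is not disclosed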
ssDAF12 agonist: S. stercoralis DAF-12 activation, primary screen; HEK293 ssDAF-12/GRIP1 lit1-tk-luc reporter, luminescence; % of 3 µM dafachronic acid response; activation, % at 6.8 µM; 370,000 compounds, 1% hits; AID 652126;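 active = activation above the mean over all tested compounds plus 3 SD, cut at about 0.9% in these data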;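 note: 0% = DMSO-only wells and 100% = 3 µM delta7-dafachronic acid wells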
DAX1 inh-1: inhibitors of human orphan nuclear receptor DAX1 (NR0B1) | inhibition, % at 6.75 µM | 340,000 compounds, 0.99% hits | HEK293 Gal4-DAX1 luciferase reporter, luminescence | P51843 | AID 504766;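 active = inhibition above the mean over all tested compounds plus 3 SD, cut at about 4.2% in these data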;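 note: 0% = DAX1-transfected cells with DMSO and 100% = empty-vector control cells with DMSO; inhibition shows as a rise in luminescence from relieved DAX1 repression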
FXN GAA850 act: frataxin GAA850 promoter activation; HEK293 lucGAA850 FXN promoter luciferase reporter, 24 h; percent of 10 µM SAHA response; activation, % at 6 µM; 360,000 compounds, 0.56% hits;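 active = activation above the average of all compounds screened plus 3 SD, cutoff fixed separately per campaign, cut at about 7.5% in these data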;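 note: 0% = DMSO wells and 100% = 10 µM SAHA wells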
hcDAF-12 act: activates DAF-12 receptor from parasite H. contortus; HEK293 hcDAF-12 lit1-tk-luc reporter, luminescence; 0% DMSO, 100% Δ7-dafachronic acid; activation, % at 6.8 µM; 370,000 compounds, 1.4% hits; AID 652067;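 active = activation above the mean of all tested compounds plus 3 SD, cut at about 5.5% in these data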;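 note: 100% = response to 3 µM Δ7-dafachronic acid high control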
PLCb3 inh: inhibitors of human phospholipase C beta3; Q01970; Purified PLC-beta3, fluorogenic substrate, fluorescence; inhibition, % at 12.2 µM; 370,000 compounds, 0.18% hits; AID 720704; in the data active = inhibition above about 11%;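 note: 0% = median of compound wells on plate and 100% = full blocker control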
DAX1 inh-2: blocks DAX1 repression of SF-1 activated StAR promoter; inhibition, % at 6.8 µM; HEK293T StAR-luciferase reporter, SF-1/DAX-1 repression relief; 370,000 compounds, 1.1% hits; AID 652010;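 active = inhibition above the mean over all tested compounds plus 3 SD, cut at about 3.6% in these data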;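 note: 0% = DAX-1 cells with DMSO and 100% = cells lacking DAX-1 with DMSO; higher inhibition means more luminescence from relief of DAX-1 repression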
hgDAF-12 ag: hgDAF-12 agonism, primary luciferase screen | HEK293 GAL4-hgDAF12 UAS-luciferase reporter, agonist luminescence; normalized to butyrate control | activation, % at 6.8 µM | 370,000 compounds, 1.8% hits | AID 687014;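 active = activation above a cutoff set at the mean of all screened compounds plus 3 SD, cut at about 10% in these data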;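 note: 0% = DMSO wells and 100% = sodium butyrate wells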
* = called active by the depositor; nt = no result given.

Every second line gives: ADAM17 inh	sPLA2-III inh	PLC-gamma1 inh	ADAM10 inh	ssDAF12 agonist	DAX1 inh-1	FXN GAA850 act	hcDAF-12 act	PLCb3 inh	DAX1 inh-2	hgDAF-12 ag
- CCCCCCCNC(=O)C1(CC2CC(c3ccc(Cl)cc3)=NO2)CCNCC1 (stereo not given)
→ -2.7	-0.6	3.6	-3.5	-1.2	0.4	0.5	-0.2	2.1	0.1	-2.0
- COc1ccc(C(C)(C)C)cc1NC(=O)CNc1cccc2ccccc12
→ -31.4	8.5	-37.1	-59.4	-0.5	-1.1	0.9	7.6*	-36.2	0.0	-3.4
- CC[C@]12C(=O)N(C)C[C@H]([C@@H]3C(=O)N(C)C(=O)[C@@H]31)N2C(=O)c1ccc(Cl)cc1
→ -4.4	8.6	-2.5	-7.8	-0.9	1.4	2.8	-2.1	-2.3	0.1	-0.4
- O=C(CSc1ncn[nH]1)N1CCN(S(=O)(=O)c2ccc(Cl)cc2)CC1
→ -4.9	-6.3	1.6	-6.2	-1.0	0.2	-2.0	-1.7	-1.7	0.4	-0.1
- Brc1cnc(OCc2ccccc2)nc1OCc1ccccc1
→ 7.4	1.0	7.8	4.7	-0.6	-2.5	1.9	-0.9	11.8*	0.9	0.2
- CCOc1ccccc1/C=C(/NC(=O)c1ccccc1)C(=O)NC(C)c1ccccc1 (stereo not given)
→ -1.8	-2.6	2.3	-2.4	-1.4	-0.1	-3.2	-2.0	2.8	0.0	0.6
- COc1cc2c(c(OC)c1OC)-c1c(cc3c(c1O)OCO3)C[C@@H](C)[C@@H](C)C2
→ 2.1	-17.3	0.7	1.0	-0.8	0.2	-3.4	-1.5	-2.8	-0.4	-1.4
- O=C(C1CCCN1S(=O)(=O)c1ccccc1[N+](=O)[O-])N1CCc2ccccc2C1 (stereo not given)
→ -1.6	1.8	-5.0	-7.3	-1.2	nt	nt	-0.2	-1.2	-0.4	1.4
- COc1ccccc1CCc1nnc(CCC(=O)NC(C)Cc2cccs2)o1 (stereo not given)
→ -0.9	3.0	0.8	0.5	-1.3	-0.7	1.4	-2.9	0.8	-0.1	3.0
- CCc1nnc(NS(=O)(=O)c2ccc(NC(=O)c3cccc(OC(F)(F)C(F)F)c3)cc2)s1
→ -1.0	-70.9	3.3	5.5	-0.9	-0.9	-0.3	-2.0	-5.6	-0.1	-1.0
- O=C(COc1ccc(Cl)cc1)Nc1ccc(Cl)cn1
→ -3.8	-3.8	-3.0	-17.1	-1.0	0.8	2.9	0.0	-1.0	1.6	5.3
- Cc1cccc2c(CC(=O)O)noc12
→ -10.2	6.9	-1.5	-0.7	-1.2	-1.0	1.3	0.3	-2.9	0.3	-0.4
- O=C(Nc1ccc(Cl)cc1)O[C@@H]1CC[C@@]23CCCN2C(=O)CCC[C@H]3C1
→ 0.4	-7.9	1.4	4.3	-1.9	nt	nt	-3.0	-3.3	nt	-2.1
- CC(C)CC(=O)N1CCN(Cc2ccc(Cl)cc2)CC1
→ -0.8	-2.6	-4.2	-1.8	-1.1	-2.2	-1.1	-1.7	3.0	-0.5	0.5
- Cc1cc(C(=O)NC2CCCCCCC2)ccc1[N+](=O)[O-]
→ -2.6	-0.1	1.1	7.8	-0.3	1.1	3.3	3.3	-0.8	2.5	10.3
- Cc1ccc(S(=O)(=O)N2CCOCC2)cc1C(=O)Nc1ccc(N2CCCCCC2)cc1
→ 2.1	11.2	0.2	6.2	-2.0	-3.7	-2.2	-3.4	-8.9	-2.8	-3.7
- CCOC(=O)CCCc1ccc(/C(C)=N/NC(N)=S)cc1
→ -2.6	17.4	-2.1	4.9	-0.7	0.4	-11.4	-1.3	-6.5	-0.8	3.6
- CC(NC(=S)NC(=O)c1ccccc1)c1ccccc1 (stereo not given)
→ -1.9	0.3	-1.2	3.3	-1.3	3.5	0.4	-0.6	-0.1	-0.8	-2.3
- Cc1cc(C)c(NC(=O)c2ccc(CN3CCc4ccccc4C3)cc2)c(C)c1
→ 0.2	-9.1	-1.5	2.5	-2.0	-0.8	2.1	-1.4	-2.4	-1.4	-2.4
- O=C(c1ccc(F)cc1)C1CCN(c2ncnc3sccc23)CC1
→ -0.9	-11.6	0.7	-1.0	-2.5	nt	nt	-5.6	1.0	nt	-8.2
- CCCCCCn1c(SCCCC)nc2c1c(=O)[nH]c(=O)n2C
→ 0.5	0.6	5.6	19.2	-1.4	-0.8	0.8	2.0	3.8	0.3	0.9
- Cc1nn2cnnc2c(C)c1Cc1ccc(Cl)cc1
→ -4.0	7.8	-1.7	-6.7	-1.5	0.5	0.1	-1.1	-3.8	0.0	-1.5
- C[C@]12CCC(O)CC1=CCC1C2CC[C@]2(C)/C(=N\NC(N)=S)CCC12 (stereo not given in full)
→ 2.3	12.0	11.6*	5.2	-1.3	-2.1	0.6	-2.0	-3.3	-0.3	-4.4
- Cc1cccc(OCC(=O)NC(=S)Nc2ccc(S(=O)(=O)NC3CCCCC3)cc2)c1
→ 0.0	8.1	5.1	13.3	-1.5	0.5	-0.4	-1.7	-0.1	-0.2	-0.8
- CCCCN(C(=O)c1cccc(-n2cccc2)c1)c1c(N)n(CCCC)c(=O)[nH]c1=O
→ -8.3	-12.3	-9.8	-15.5	-1.3	0.2	-1.2	-2.3	-11.0	1.7	0.0
- O=c1ccc(-c2ccc(S(=O)(=O)Nc3cccc([N+](=O)[O-])c3)s2)n[nH]1
→ -1.6	-3.2	3.7	1.5	-0.9	0.0	1.8	1.7	-6.7	-0.6	-1.3
- Cc1cc(SCC(=O)N/N=C/c2ccc(O)c(O)c2)nc2ccccc12
→ 3.0	-2.0	0.5	8.0	0.6	-2.3	6.0	-1.3	-6.9	0.4	-2.7
- CNC(=O)c1cc(C(=O)c2ccc(C(F)(F)F)cc2F)c[nH]1
→ -4.7	11.0	-0.3	-14.1	-0.8	0.3	-0.2	-0.2	0.1	-0.2	0.3
- COc1ccc(NC(=O)N(C)C[C@H]2Oc3ccc(NC(=O)Cc4ccccc4)cc3CC(=O)N([C@H](C)CO)C[C@H]2C)cc1
→ 0.3	-11.7	0.6	-2.9	-1.6	0.1	0.0	-1.5	1.3	0.8	-1.0
- Cc1ccc(CSCc2ccc(C(=O)NCCC(C)C)o2)cc1
→ 3.8	-3.5	0.0	4.7	-1.3	1.2	1.1	-0.4	-4.6	-0.4	0.2
- Cc1[nH]c(N=Nc2ccccc2)nc1N=Nc1ccccc1
→ 5.4	24.9*	4.4	20.7*	-1.5	-1.4	-1.8	-2.4	-2.1	-1.4	-4.8
- CCOc1ccc(N2C(=O)CN(c3cccc4ccccc34)C2=S)cc1
→ -2.4	-7.2	-1.7	-10.9	-1.2	0.0	1.1	2.0	-3.9	0.4	0.2
- O=C(c1ccc(-c2ccc([N+](=O)[O-])cc2)o1)N1CCN(S(=O)(=O)c2cccs2)CC1
→ -1.2	4.7	-21.1	-4.9	-1.3	-0.9	-0.2	-1.1	-36.0	-2.1	0.6
- Cc1cnc(C(=O)OCC(=O)Nc2ccc(C)c(S(=O)(=O)N(C)C)c2)cn1
→ 0.9	2.5	7.3	5.4	-1.6	0.6	0.5	-1.5	-5.8	1.1	0.8
- CCN(CC)C(=S)NC(=O)C12CC3CC(CC(C3)C1)C2
→ -4.1	3.2	1.8	-15.8	-0.8	0.4	0.0	-0.1	2.2	-0.1	-0.4
- CCN(c1ccc(NC(=O)COC(=O)c2ccc(C)s2)cc1)C(C)C
→ 8.2	-7.5	-1.1	18.7	-1.4	0.1	-0.4	-0.3	2.9	-1.5	0.2
- CCC(C)OC(=O)n1ccc(C(=O)Nc2nccs2)n1 (stereo not given)
→ -2.9	6.0	3.4	-0.7	-0.7	-1.1	1.8	1.2	0.5	0.2	1.8
- C/C(=N\NC(=O)C(N)=O)c1ccc(NC(=O)c2cccs2)cc1
→ 0.8	1.5	3.2	2.2	0.0	nt	4.6	1.9	2.1	1.4	9.1
- CSCc1cc(C(=O)NCCN2CCOCC2)c(N)s1
→ -1.6	3.5	-1.9	-8.2	-1.0	nt	nt	-1.1	-4.9	-0.4	1.8
- O=C(N/N=C/c1cccc(O)c1)N/N=C/c1cccc(O)c1
→ -2.3	-16.7	2.0	1.6	-0.8	0.2	-0.5	2.6	-6.7	-0.3	0.5
- Cc1ccc(-c2oc3ncnc(N)c3c2-c2ccc(C)cc2)cc1
→ -10.3	-4.0	-3.4	-19.9	-1.6	-0.4	3.7	-1.5	-6.6	-0.5	2.3
- CC1(C)CC(=O)C2=C(C1)OC1=C(C(=O)CC(C)(C)C1)C2c1cc([N+](=O)[O-])cc([N+](=O)[O-])c1O
→ 0.5	-10.9	0.1	1.6	-0.6	0.1	1.9	-1.3	4.9	0.6	1.8
- COC(=O)[C@]12C[C@H](CC(=O)NCc3ccc(OC)c(OC)c3)C(=O)N(Cc3ccccc3)C1=C[C@H](COCc1ccccc1)O[C@@H]2C
→ 0.5	-5.9	3.0	12.1	-1.0	nt	nt	-3.3	2.0	-1.5	-3.9
- COc1ccc(NC(=O)C(NC(=O)c2ccc(=O)[nH]c2)c2ccc(C)cc2)cc1 (stereo not given)
→ 0.5	0.4	4.1	-7.5	-0.7	0.1	1.0	0.9	2.3	0.1	-2.1
- CC(C)Sc1nc2ncnc(N)c2[nH]1
→ -4.5	7.8	0.9	-8.6	-1.1	0.1	3.5	-1.5	-3.2	0.4	0.4
- O=C(O)CNc1ccccc1C(=O)O
→ -163.7	8.7	-87.3	-415.2	-1.1	0.1	1.4	-0.9	-128.3	0.4	3.4
- COc1ccc(OC)c(S(=O)(=O)N(C)CC(=O)Nc2ccc3c(c2)OCO3)c1
→ -1.9	2.1	0.9	-5.3	-1.8	-0.2	1.5	-1.7	1.4	-0.3	3.2
- OC(c1ccc(F)cc1)c1nc(/C=C/c2ccccc2)cs1 (stereo not given)
→ 5.4	-13.3	-4.9	7.3	-0.8	nt	2.6	2.7	-3.3	3.4	7.2

2 neighbouring entries from above:
Every second line gives: ADAM17 inh	sPLA2-III inh	PLC-gamma1 inh	ADAM10 inh	ssDAF12 agonist	DAX1 inh-1	FXN GAA850 act	hcDAF-12 act	PLCb3 inh	DAX1 inh-2	hgDAF-12 ag
- COc1ccc(OC)c(S(=O)(=O)N(C)CC(=O)Nc2ccc3c(c2)OCO3)c1
→ -1.9	2.1	0.9	-5.3	-1.8	-0.2	1.5	-1.7	1.4	-0.3	3.2
- OC(c1ccc(F)cc1)c1nc(/C=C/c2ccccc2)cs1 (stereo not given)
→ 5.4	-13.3	-4.9	7.3	-0.8	nt	2.6	2.7	-3.3	3.4	7.2

Taken from above:
ssDAF12 agonist, COc1ccc(NC(=O)C(NC(=O)c2ccc(=O)[nH]c2)c2ccc(C)cc2)cc1 (stereo not given) stands at -0.7
PLCb3 inh, CCC(C)OC(=O)n1ccc(C(=O)Nc2nccs2)n1 (stereo not given) stands at 0.5
PLC-gamma1 inh, CC1(C)CC(=O)C2=C(C1)OC1=C(C(=O)CC(C)(C)C1)C2c1cc([N+](=O)[O-])cc([N+](=O)[O-])c1O stands at 0.1
PLCb3 inh, CCN(CC)C(=S)NC(=O)C12CC3CC(CC(C3)C1)C2 stands at 2.2
